Screening results as filed in PubChem BioAssay.
p97 inhibitor – human p97 ATPase inhibition. P55072. recombinant p97 ATPase, Kinase-Glo ATP luminescence, 3 h. inhibition, % at 8 µM. 220,000 compounds, 0.42% hits. AID 1481; in the data active = inhibition above about 15%;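 note: 0% = DMSO vehicle and 100% = wells lacking enzyme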
PPC-1+TRAIL kill – PPC-1 cancer cell killing with TRAIL present; PPC-1 cells + TRAIL, ATPLite viability luminescence; AID 1443; 220,000 compounds, 0.41% hits; cell killing (% activity), % at 4 µM;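 active = cell killing above 50% in the first pass at 4 µM, then a duplicate retest at 5 µM averaging 50% or more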;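 note: plate controls were cells with TRAIL plus DMSO for no effect and medium-only wells lacking cells for full effect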
RBBP9 inh – human RBBP9 hydrolase inhibition. O75884. inhibition, % at 7.94 µM. recombinant RBBP9, FP-Rh probe fluorescence polarization. 220,000 compounds, 0.2% hits;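 active = inhibition above the campaign mean of all tested compounds plus 3 SD, cut at about 14% in these data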;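 note: plate controls were DMSO wells with RBBP9 for no effect and wells lacking RBBP9 protein for full effect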
Target sequence (O75884 whole entry, looked up): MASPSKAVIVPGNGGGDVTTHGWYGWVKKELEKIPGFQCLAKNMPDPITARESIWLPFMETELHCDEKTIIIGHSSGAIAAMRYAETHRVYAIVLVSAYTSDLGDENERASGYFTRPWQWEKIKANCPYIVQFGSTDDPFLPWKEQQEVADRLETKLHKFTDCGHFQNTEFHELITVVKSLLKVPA
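Controls: DMSO-treated enzyme wells and wells lacking RBBP9 | Material: RBBP9 protein | Technique: Fluorescence polarization | Replication: Single well per compound, no replicates | Buffer or medium: Tris-NaCl-Pluronic buffer, pH 8.0 | Timing: 30 min compound preincubation, 45 min probe labeling, 25 °C | Read-out basis: Percent inhibition from mP, scaled between DMSO and no-protein wells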
BaF3 tox – reduces parental Ba/F3 cell viability, JAK2V617F counter-screen | inhibition, % at 5.6 µM | CellTiter-Glo ATP luminescence | AID 1486 | 220,000 compounds, 1.1% hits;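 active = inhibition above a per-campaign cutoff, the mean inhibition of all tested compounds plus 3 SD, cut at about 27% in these data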;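 note: 0% = DMSO wells and 100% = JAK Inhibitor I control wells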
p47phox inh – blocks human p47phox regulatory protein of NADPH oxidases; P14598; p47phox/p22phox peptide binding, fluorescence polarization, 2 h; inhibition, % at 24.7 µM; 220,000 compounds, 0.53% hits; AID 1274;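 active = inhibition above about 30%, limit read from the data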;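 note: 0% = p47phox with labelled peptide and 100% = labelled peptide alone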
Target sequence (P14598 whole entry, looked up): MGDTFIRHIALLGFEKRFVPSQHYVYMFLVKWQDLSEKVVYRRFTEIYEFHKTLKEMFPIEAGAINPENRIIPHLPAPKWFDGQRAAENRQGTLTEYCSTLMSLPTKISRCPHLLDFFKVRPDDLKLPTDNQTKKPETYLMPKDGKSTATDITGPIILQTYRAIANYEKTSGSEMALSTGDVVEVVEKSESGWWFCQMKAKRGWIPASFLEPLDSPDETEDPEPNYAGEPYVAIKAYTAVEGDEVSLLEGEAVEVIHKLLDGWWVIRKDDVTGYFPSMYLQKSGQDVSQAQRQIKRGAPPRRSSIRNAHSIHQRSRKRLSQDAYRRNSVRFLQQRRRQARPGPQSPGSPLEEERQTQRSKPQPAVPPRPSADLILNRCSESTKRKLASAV
Ba/F3 V617F tox – reduce viability of Ba/F3 cells dependent on JAK2V617F; 220,000 compounds, 1.1% hits; AID 1446; inhibition, % at 5.6 µM; Ba/F3 EpoR-JAK2V617F viability, ATP luminescence;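 active = inhibition above the campaign mean plus 3 SD over all tested compounds, cut at about 24% in these data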;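 note: cytokine-independent growth of Ba/F3 cells driven by EpoR plus mutant JAK2; 0% = DMSO-treated cells and 100% = JAK inhibitor I control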
PGE2 EP2 inh – blocks the human prostaglandin E2 receptor EP2; 260,000 compounds, 0.52% hits; AID 1422; C6 glioma cells expressing human EP2, cAMP TR-FRET; cells stimulated with saturating PGE2; inhibition, % at 25 µM; P43116;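 active = percent inhibition above 40 after rounding to a whole number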;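 note: rat C6 glioma host cells with rolipram phosphodiesterase inhibitor present; the protocol text gives 20 µM as final concentration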
Target sequence (P43116 whole entry, looked up): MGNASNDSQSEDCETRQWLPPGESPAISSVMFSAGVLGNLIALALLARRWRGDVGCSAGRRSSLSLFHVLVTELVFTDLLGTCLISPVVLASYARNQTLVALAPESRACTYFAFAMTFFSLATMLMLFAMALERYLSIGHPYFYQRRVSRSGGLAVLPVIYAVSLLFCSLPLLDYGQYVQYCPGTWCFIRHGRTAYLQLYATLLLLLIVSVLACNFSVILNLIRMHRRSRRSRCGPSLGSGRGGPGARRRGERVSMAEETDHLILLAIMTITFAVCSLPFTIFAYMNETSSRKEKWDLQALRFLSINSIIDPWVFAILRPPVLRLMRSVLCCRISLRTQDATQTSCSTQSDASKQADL
TbHK1 inh – blocks Trypanosoma brucei hexokinase 1 activity; recombinant TbHK1, G6PDH-coupled NADH A340; inhibition, % at 10 µM; 220,000 compounds, 0.11% hits; AID 1430;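 active = inhibition of 50% or more in the single-dose primary screen; inactive = inhibition below 50%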
Furin inh – inhibitors of human furin; purified furin, fluorogenic substrate cleavage; 220,000 compounds, 0.061% hits; inhibition, % at 30 µM; in the data active = inhibition above about 25%; note: inactives centre near -15
Active calls of the source: *; . = not tested or not shown; & = joins results of further samples; [ ] = dose if it differs, or a comment. A portion of the library; rates above refer to the full screens.

SMILES	p97 inhibitor	PPC-1+TRAIL kill	RBBP9 inh	BaF3 tox	p47phox inh	Ba/F3 V617F tox	PGE2 EP2 inh	TbHK1 inh	Furin inh
O=C(c1cc(-c2cccs2)on1)N1CCOCC1	-10	16	1	0	-41	3	6	4	-5
CCN1CCN(C(=O)CS(=O)Cc2nc(-c3ccc(OC)cc3)oc2C)CC1 (stereo not given)	-1	8	-5	0	-11	-5	5	-8	-13
CCc1ccc(/C=C2\SC(N3CCCC3)=NC2=O)cc1	-6	13	-7	8	-6	6	15	-32	9
C=C(C)Cn1c(SCC)nc2ccccc2c1=O	0	6	-5	3	-4	-1	15&13	-4	-22[20 µM]
CC(=O)Oc1cccc(N2C(=O)CC(Nc3ccc(N4CCOCC4)cc3)C2=O)c1 (stereo not given)	2	15	-2	-1	-12	-2	19	-9	-21[20 µM]
O=C1CCCC(O)=C1N=Nc1ccc2ncsc2c1	-3	31	-3	11	10	6	5	-8	6
CN(C)S(=O)(=O)c1ccc(C(=O)Nc2cccc(C(=O)O)c2)cc1	3	6[5 µM]	-8	4	-7	-1	14	4	-24[20 µM]
Fc1ccc(CNc2ncnc3c2cnn3-c2ccccc2)cc1	-9	14	-7	9	-9	1	24	-5	-10[20 µM]
NC(=O)CSc1nnc(Cc2ccc3c(c2)OCO3)n1C1CCCCC1	-4	-26	-13	4	-9	-1	6	3	-15
COc1cccc(NC(=O)Cn2c(=O)n(-c3cc(OC)c(OC)c(OC)c3)c(=O)c3ccccc32)c1	9	17	0	6	29	-1	3	-9	-25
Cc1c(C(=O)NCCSCc2cccc(C(F)(F)F)c2)cnn1-c1ccc(F)cc1	0	15	-8	-3	-13	-3	10	-6	-11
CCCCc1ccc(S(=O)(=O)NNC(=S)NCc2ccco2)cc1	4	-6	-6	8	-6	-2	13	34	-2
CCOC(=O)C1(Cc2ccccc2)CCN(Cc2cccc3nccnc23)CC1	-3	-3	-5	5	-10	-2	12	-4	-23
CCOC(=O)c1csc(N)c1-c1ccc([N+](=O)[O-])cc1	7	24	-5	1	-1	-2	8	-10	-13
Nc1ccccc1Nc1cc(-c2cccc(Cl)c2)nn1-c1ccccc1	0	8	1	8	-5	3	5	-2	-11
Cc1ccc(-c2cnc3c(Cl)c(C)nn3c2)cc1	-11	22	-14	5	9	4	-3	2	-6
CCC(C)NC(=O)CCn1c(-c2ccccc2)cc(C(C)=O)c1C (stereo not given)	-3	-1	-2	10	-8	4	3	-5	-12
COC(=O)c1nn(-c2ccc3c(c2)OCO3)cc1O	-12	19	-5	0	-6	1	6	-14	-16[20 µM]
CCCCNC(=S)Nc1ccc2[nH]c(=O)[nH]c2c1	0	33	-1	6	-14	3	6	32	-19
CCc1ccc(OCC(=O)NC(=S)Nc2ccc(C(C)=O)cc2)c(Br)c1	7	2	-7	4	-2	-3	13	0	-11[20 µM]
Cc1ccccc1NC(=O)COc1ccc2c(c1)OC(C)(C)CC2=O	2	4	3	-2	-1	-3	8	-11	-19
CCN(CC)C(=O)Cc1c(OC)ccc2cc(Br)ccc12	-4	0	-7	8	-4	1	9	-2	-15
O=C(CN1C(=O)COc2ccccc21)c1cccc(Cl)c1	0	0	2	12	-13	2	4	-4	-17
COc1cc2[nH]c(=S)n(NC(=O)CC(C)C)c(=O)c2cc1OC	2	11	-3	2	-9	-3	3	-12	-18[20 µM]
Cc1cc(=O)[nH]c(SCCOc2ccc(OC(C)C)cc2)n1	2	25	0	4	2	-2	10	7	-21[20 µM]

Compounds above that have four or more nitrogen atoms (four):
SMILES	p97 inhibitor	PPC-1+TRAIL kill	RBBP9 inh	BaF3 tox	p47phox inh	Ba/F3 V617F tox	PGE2 EP2 inh	TbHK1 inh	Furin inh
Fc1ccc(CNc2ncnc3c2cnn3-c2ccccc2)cc1	-9	14	-7	9	-9	1	24	-5	-10[20 µM]
NC(=O)CSc1nnc(Cc2ccc3c(c2)OCO3)n1C1CCCCC1	-4	-26	-13	4	-9	-1	6	3	-15
Nc1ccccc1Nc1cc(-c2cccc(Cl)c2)nn1-c1ccccc1	0	8	1	8	-5	3	5	-2	-11
CCCCNC(=S)Nc1ccc2[nH]c(=O)[nH]c2c1	0	33	-1	6	-14	3	6	32	-19

New compounds follow:
SMILES	p97 inhibitor	PPC-1+TRAIL kill	RBBP9 inh	BaF3 tox	p47phox inh	Ba/F3 V617F tox	PGE2 EP2 inh	TbHK1 inh	Furin inh
Cc1ccc2c(c1)N(CCC(=O)NCc1ccco1)C(=O)CO2	3	40	-1	4	-15	2	5	7	-2
Cc1ccc(/C=N/NC(=O)c2ccc(Br)o2)s1	-5	14	1	11	-2	4	6	-50	13
O=C(Cn1c(=O)oc2ccccc21)NC(=O)NCc1ccco1	8	13	1	8	-6	0	9	0	-14[20 µM]
O=C1c2ccccc2C(=O)N1CC(O)COCc1ccccc1 (stereo not given)	2	4	-8	2	-9	-2	7	0	-24
CCc1nnc(NC(=O)CN2C(=O)c3ccccc3C2=O)s1	7	7	-11	0	-33	-1	7	6	-31
O=C(c1ccc(F)cc1F)N1CCCN(c2nc(-c3ccccc3)ns2)CC1	-2	17	-10	-2	-7	-5	5	-14	-22
CN(C)CCNc1ncnc2ccccc12	2	8	-7	0	-10	-2	6	-4	-13
Cc1ccc(C)c(NC(=O)CCc2ccc(S(=O)(=O)NC3CCCCC3)cc2)c1	-5	24	-9	6	-12	5	7	5	-12[20 µM]
CCOc1cc(C(=O)Nc2cc(C)ccc2C)ccc1OCC(=O)N1CCCCC1	-5	8	5	12	-38	5	6	-11	-12
COC(=O)c1sccc1NC(=O)CC1C(=O)NCCN1C(=O)c1ccccc1 (stereo not given)	7	-4	-10	1	-4	-3	11	-8	-11
CCC1=Nc2cc(C(=O)NCc3ccco3)ccc2Sc2ccc(C)cc21	2	0	-5	84*	-17	86*	10	19	-5
CC(C)C(=O)Nc1nnc(Sc2ccc(N(C)C)cc2)s1	-1	13	2	3	-7	-1	3	-7	-11[20 µM]
CC1=NOC(=O)/C1=C\c1ccc(-c2cc(Cl)ccc2Cl)o1	5	10	-3	3	-5	-4	61*	14	-22[20 µM]
Cc1sc(NC(=O)CSc2nnc(CCNC(=O)c3cccs3)n2C)nc1-c1ccccc1	9	-3	-6	0	5	0	13	5	-3[20 µM]
O=Cc1cccn1-c1ccccc1	.	-21	.	.	0	.	9	-5	-27
Clc1ccc(CSc2nnc(CN3CCOCC3)n2-c2ccccc2)cc1Cl	-5	6	2	3	-9	2	14	-15	-1[20 µM]
O=C(Nc1cc(SCC(O)CO)cc([N+](=O)[O-])c1)c1ccc(-n2cnnn2)cc1 (stereo not given)	4	22	-2	5	-11	3	3	-5	-25
CCOC(=O)c1c(C)c(C(=O)N(C)C2CCCCC2)c(C)n1C	-1	22	0	11	-19	3	6	-6	-19
COc1ccc(CCN2C(=O)CC(NNC(=O)c3ccccc3Br)C2=O)cc1OC (stereo not given)	-4	7	-15	8	-1	2	7	33	4
CC(=O)Nc1ccc(S(=O)(=O)NCC(=O)OCc2ccccc2)cc1	3	11	-5	3	-11	-3	8	9	-16
O=C1CC(N(Cc2ccco2)C(=O)Nc2ccc(F)cc2)C(=O)N1c1ccc(F)cc1 (stereo not given)	1	32	-2	3	-2	1	6	1	-35[20 µM]
CC1(OC(=O)CCc2ccccc2)C(=O)C=C2C=C(c3ccc(C#N)cc3)N(Cc3ccccc3)C=C2C1=O (stereo not given)	.	10	.	.	-18	.	15	-20	-7
O=C(Nc1nnc(-c2ccccc2)o1)c1cccc(N2C(=O)CCC2=O)c1	3	-3	2	5	-13	-3	2	-11	-13
O=C(NCCc1ccccc1F)C1CCCN1S(=O)(=O)c1ccc2ccccc2c1 (stereo not given)	0	34	4	3	-11	-1	9	3	-21[20 µM]
Cn1c(SCC(=O)Nc2cccc(F)c2)nc2c([nH]c3ccccc32)c1=O	5	4	0	8	0	-1	2	-12	-19
SMILES	p97 inhibitor	PPC-1+TRAIL kill	RBBP9 inh	BaF3 tox	p47phox inh	Ba/F3 V617F tox	PGE2 EP2 inh	TbHK1 inh	Furin inh
N#CC1=C(N)Oc2cc(O)ccc2C1c1ccncc1 (stereo not given)	4	25	-3	0	7	-1	13	7	1
CCC(Sc1nc2ccc(N)cc2s1)C(=O)Nc1nccs1 (stereo not given)	0	29	-4	5	2	0	4	-13	-11[20 µM]
Cc1cc(C(=O)NCCCN2CCCC2=O)cs1	5	24	10	3	-7	0	-4	-6	-22[20 µM]
CCOc1ccccc1C(=O)Nc1ccc(-c2nnc(-c3ccc(C)cc3)o2)cc1	7	.	-4	-1	.	-2	.	-5	-14
CCN(CC)S(=O)(=O)c1ccc(N(C)Cc2cccnc2)nc1	-2	14	5	6	-1	2	17	-6	-16[20 µM]
Cc1ccc(-c2nc(NC(=O)c3ccc(S(=O)(=O)N(CCC#N)CCC#N)cc3)sc2-c2ccccc2)cc1	-3	23	-6	3	3	4	5	-15	-16
Cc1cc(NC(=O)CN2CCCCC2C)no1 (stereo not given)	1	11	3	-1	5	-1	4	-1	-14[20 µM]
CC(=O)c1ccc(OCc2ccc(C(=O)c3ccccc3)cc2)cc1	0	25	-1	5	-12	-2	9	0	-30
Cc1ccc(C2NC(=O)Cc3ccccc32)cc1 (stereo not given)	-1	14	-6	4	-7	-3	-2	-7	-14[20 µM]
Cc1ccc(-n2cnc(=O)c3cccnc32)cc1	-1	3	-9	1	-1	0	4	4	-11[20 µM]
CCOc1ccc(CN(C(=O)c2cc3ccccc3oc2=O)C2CC2)cc1	-2	26	0	-1	-2	-3	3	-4	-12[20 µM]
Cc1cccc2cc(C(c3nnnn3Cc3ccc4c(c3)OCO4)N3CCCC3)c(=O)[nH]c12 (stereo not given)	5	-4	-5	3	-13	-3	6	-14	-9
Cc1ccc(S(=O)(=O)N2CCOCC2)cc1NC(=O)CNC1CCCC1	11	6	4	-6	-14	-1	13	-8	-16
Cc1cccc(NC(=O)Cn2nc([N+](=O)[O-])c(Br)c2C)n1	0	18	1	-4	-9	-2	9	-3	-20
CC(C)=C1C2CCC1C(C(=O)NCc1ccccc1)C2C(=O)O (stereo not given)	0	4	-7	6	-12	-2	4	9	-22
COC(=O)C1=C(C)OC(N)=C(C#N)C1c1cccnc1 (stereo not given)	-7	0	-15	3	-10	1	16	-11	-2[20 µM]
O=C1c2ccccc2C(=O)N1CN(C(=O)COc1ccc(Cl)cc1Cl)c1cccc(F)c1	0	8	-3	-1	-10	-2	12	0	-22
CC1(C)CC(=O)c2c(O)c(-c3ccccc3)c(=O)n(-c3ccccc3)c2C1	1	29	-5	3	0	1	9	1	-28
CNC(=S)N1N=C(c2ccc(C)cc2)CC1c1cc(OC)ccc1OC (stereo not given)	2	18	-1	2	-11	-2	14	-26	-8
COc1cccc2cc(C(C)=O)c(=O)oc12	2	-12	0	3	-8	0	2	-17	-29[20 µM]
CCOC(=O)N1CCC(NC(=O)c2ccc(CS(=O)(=O)c3c(Cl)cccc3Cl)o2)CC1	-2	3	-7	10	-8	5	8	6	-11
O=C(O)c1ccccc1-c1ccccc1C(=O)Nc1cccc(Br)c1	-1	25	0	-5	-2	3	3	-4	-24
Cc1cccc(OCCCn2ccnc2)c1	2	16	1	3	-15	-6	9	10	-21[20 µM]
Cc1ccc2[nH]c3c(Cl)ncnc3c2c1	7	10	-9	3	-8	-3	8	-18	-7
CC1(C)Cc2c(sc3c2C2=NCCN2C=N3)CS1	-2	2	0	9	-11	1	22	-14	-20[20 µM]
C=CCn1c(COC)nnc1SCC(=O)c1ccc(F)cc1	-9	6	-8	1	-2	2	9	1	-13[20 µM]
CCn1cc(C2=NC(c3ccccc3)CO2)c2ccccc21 (stereo not given)	-1	-3	-7	5	0	0	10	1	-8
